# Screens as filed in PubChem BioAssay.
# GLD-1 RNA inh = GLD-1-TGE RNA interaction inhibition (C. elegans); Q17339; purified GLD-1 + fluorescein TGE RNA, fluorescence polarization; AID 2280; actives 0.44% (n = 320,000); inhibition, % at 5.96 µM;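 active = percent inhibition above a per-plate cutoff, the plate mean of test compounds plus 3 SD, cut at about 30% in these data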;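 note: 0% = DMSO wells with GLD-1 and probe and 100% = wells lacking GLD-1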
# Target sequence (Q17339 whole entry, looked up): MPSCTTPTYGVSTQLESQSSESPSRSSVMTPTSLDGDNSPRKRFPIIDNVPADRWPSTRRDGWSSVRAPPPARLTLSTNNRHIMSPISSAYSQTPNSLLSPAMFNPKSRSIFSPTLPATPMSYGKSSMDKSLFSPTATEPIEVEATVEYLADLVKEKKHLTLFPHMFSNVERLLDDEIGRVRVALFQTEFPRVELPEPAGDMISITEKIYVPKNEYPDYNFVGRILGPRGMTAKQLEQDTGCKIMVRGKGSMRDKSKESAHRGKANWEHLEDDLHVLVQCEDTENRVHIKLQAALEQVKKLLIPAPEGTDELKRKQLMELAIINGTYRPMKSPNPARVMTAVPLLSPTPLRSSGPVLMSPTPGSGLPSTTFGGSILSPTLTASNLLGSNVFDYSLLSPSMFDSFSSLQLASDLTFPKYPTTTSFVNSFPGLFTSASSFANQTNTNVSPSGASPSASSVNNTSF
# GRK2 aptamer HTS = inhibitors of human GRK2 displacing RNA aptamer; P25098; bead flow cytometry, FAM-aptamer displacement from GRK2; inhibition of aptamer binding, % at 10 µM; actives 0.59% (n = 330,000); AID 488847;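 active = inhibition of aptamer binding above 40%, roughly 3 SD of noise, on plates passing a quality check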;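 note: median bead fluorescence of bound FAM aptamer so fluorescent compounds give negative values; no value below 0 was filed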
# Efflux pump inh = blocks antifungal efflux pumps in multiplex yeast assay. S. cerevisiae Candida pump triplex, Nile Red efflux. inhibition, % at 10 µM. actives 0.44% (n = 330,000). AID 485275;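 active = plate passing quality check with inhibition over a set limit, or well fluorescence over plate mean plus 4 SD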;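 note: Nile Red retained in pooled yeast measured as flow cytometry median fluorescence; 0% = buffer negative control and 100% = Enniatin B positive control; higher means more Nile Red kept so more efflux inhibition; some compounds called inactive have numbers as strong as hits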
# PME-1 inh = blocks human protein phosphatase methylesterase 1. Q9Y570. inhibition, % at 5.9 µM. recombinant PME-1, FP-Rh probe fluorescence polarization. actives 0.53% (n = 320,000);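 active = inhibition above the campaign mean of all compounds plus 3 SD, cut at about 26% in these data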;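 note: competitive labeling of PME-1 active site by serine hydrolase directed probe; 0% = PME-1 with DMSO and 100% = wells lacking PME-1 enzyme; inhibitors block probe labeling so polarization falls and inhibition rises; many of its hits are not listed in these tables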
# Fam108B counter = Fam108B inhibition, counter-screen for RBBP9 inhibitors. recombinant Fam108B, FP-Rh probe fluorescence polarization. inhibition, % at 9.51 µM. actives 0.33% (n = 300,000);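 active = inhibition above the screen mean inhibition plus 3 SD, computed separately per campaign, cut at about 18% in these data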;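 note: inhibitors lower polarization as less probe binds the enzyme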
# Bcl-xL primary = blocks human Bcl-xL binding to Bim BH3 peptide; Q07817; GST-Bcl-xL / FITC-Bim BH3 peptide fluorescence polarization; inhibition, % at 10.9 µM; actives 0.7% (n = 320,000);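 active = inhibition above the mean of all tested compounds plus 3 SD, cutoff set per campaign, cut at about 30% in these data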;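 note: 0% = DMSO wells and 100% = unlabeled Bim-BH3 peptide competitor; inhibitors lower millipolarization by displacing the labeled peptide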
# MEX-5 binding = C. elegans MEX-5 TCR-2 RNA binding activity | activity score (negative = inhibition of binding), % at 10 µM | Q9XUB2 | AID 1832 | MEX-5/FITC-TCR2 RNA binding, fluorescence polarization; active compounds read low | actives 0.38% (n = 300,000);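 active = inhibition past about -25% in most replicates, and total fluorescence under double the plate's negative control median, limit read from the data; inconclusive = replicates evenly split on the limit, or fluorescence at least double controls; inactive = too little inhibition in most replicates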;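 note: 0% = DMSO and -100% = 5 µM competing unlabeled TCR2 RNA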
# Target sequence (Q9XUB2 whole entry, looked up): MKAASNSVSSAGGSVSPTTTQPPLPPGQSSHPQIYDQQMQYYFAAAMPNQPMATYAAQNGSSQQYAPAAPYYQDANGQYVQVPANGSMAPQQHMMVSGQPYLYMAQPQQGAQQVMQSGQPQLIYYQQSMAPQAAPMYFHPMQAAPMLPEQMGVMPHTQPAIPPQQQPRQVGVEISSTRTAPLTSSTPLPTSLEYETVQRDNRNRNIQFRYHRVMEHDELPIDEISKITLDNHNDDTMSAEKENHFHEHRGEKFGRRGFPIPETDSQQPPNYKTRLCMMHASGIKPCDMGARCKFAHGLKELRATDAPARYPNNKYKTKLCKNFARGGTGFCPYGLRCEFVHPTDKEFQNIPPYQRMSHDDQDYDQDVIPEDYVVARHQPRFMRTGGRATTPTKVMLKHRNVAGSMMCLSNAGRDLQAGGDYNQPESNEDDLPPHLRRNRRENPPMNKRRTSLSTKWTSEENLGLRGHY
# VLA-4 inh = inhibition in a human VLA-4 binding assay; P13612; VLA-4 expressing cells, ligand binding flow cytometry; inhibition, % (about 7 µM as worked out from the volumes in the protocol); actives 0.2% (n = 330,000); AID 2557; in the data active = inhibition above about 50%
# MCL1-BIM inh = MCL1-BIM-BH3 interaction inhibition (human). inhibition, % at 10.9 µM. AID 2057. actives 0.68% (n = 320,000). GST-MCL1 / FITC-Bim-BH3 fluorescence polarization;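 active = inhibition above the mean inhibition of all tested compounds plus 3 SD, set per campaign, cut at about 40% in these data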;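 note: 0% = DMSO wells and 100% = unlabeled Bim-BH3 peptide control; higher means more loss of mP so more displacement of Bim peptide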
# Numbers without * were called inactive; ? = inconclusive; / = not tested or not shown.
# Second line of a record – GLD-1 RNA inh	GRK2 aptamer HTS	Efflux pump inh	PME-1 inh	Fam108B counter	Bcl-xL primary	MEX-5 binding	VLA-4 inh	MCL1-BIM inh
> Cc1ccc(C)c(N2CCN(S(=O)(=O)c3ccc4c(c3)NC(=O)CC(=O)N4)CC2)c1
→ -2.4	2.0	-0.1	3.7	-4.1	-0.6	1.5	6.4	-0.3
> Cn1c(=O)c2c(nc(CN3CCC(C(N)=O)CC3)n2Cc2c(F)cccc2Cl)n(C)c1=O
→ 5.1	0.0	0.1	1.8	3.0	-0.6	-0.9	8.7	1.6
> Cc1c(-c2cc[n+]([O-])cc2)oc2ccc(Br)cc2c1=O
→ -6.6	7.0	0.1	0.2	3.6	8.2	0.1	14.1	2.7
> Cn1c(N)c(Sc2ccc([N+](=O)[O-])cc2)c(=O)n(C)c1=O
→ -2.3	0.0	-0.1	-9.2	3.1	3.3	-0.9	-7.0	1.6
> O=C(NCc1ccccc1)c1ccc(N2CCC3(CC2)CC(c2ccccc2)=NO3)c([N+](=O)[O-])c1
→ -3.2	2.0	-0.1	-3.0	-3.8	1.4	-2.5	5.6	-2.1
> CC1=NNC(=O)/C1=C\c1cn(-c2ccccc2)nc1-c1ccc(Cl)cc1
→ 2.0	0.0	0.2	0.2	-1.6	7.3	2.7	46.9	11.6
> COc1cc(NC(=O)c2cc([N+](=O)[O-])ccc2NC(=O)CNCc2ccccn2)cc(OC)c1
→ -1.9	1.0	0.3	0.1	-3.0	0.2	0.4	-9.6	4.4
> CCCCc1ccc(S(=O)(=O)N2CCC3(CC2)OCCO3)cc1
→ -1.3	1.0	0.0	4.5	-0.9	7.7	-1.2	11.1	6.1
> O=C1NC(=NCc2ccccc2)S/C1=C\c1ccccc1
→ -4.0	0.0	0.0	-2.5	12.1	5.4	-0.7	7.8	2.6
> CCOC(=O)N1CCN(C(=O)CSCC(=O)Nc2nc(-c3ccc(Cl)s3)cs2)CC1
→ -2.0	0.0	0.0	-0.1	-0.3	4.7	-0.4	9.2	9.8
> CC(C)[C@H](NC(=O)c1ccccc1Cl)C(=O)OCC(=O)NC(=O)NC1CCCC1
→ 1.2	3.0	0.1	1.5	2.8	0.9	2.0	-6.7	-0.9
> O=C(CSC1=NCCS1)N1CCN(c2ccc(Cl)cc2)CC1
→ 1.9	0.0	-0.1	-0.9	-1.4	-12.9	-1.3	17.2	-21.0
> C=CCC[C@H](Cc1ccc(F)cc1)C(=O)OC[C@@H](Cc1c[nH]c2ccccc12)NC(=O)[C@@H](CC=C)CC(=O)N(CCO)Cc1ccccc1
→ 13.7	0.0	0.4	/	/	/	/	-11.4	/
> CCCS(=O)(=O)N1CCCC(C(=O)NCCc2cccc(C)c2)C1 (stereo not given)
→ 2.7	0.0	-0.1	-3.9	-2.2	6.8	-0.9	-22.7	8.1
> CCOC(=O)c1ccc(NC(=O)C2CCCO2)cc1 (stereo not given)
→ -0.6	1.0	0.0	1.2	-3.3	5.3	0.8	-17.9	9.6
> Cn1c(N)c(C(=O)COC(=O)COc2ccccc2C#N)c(=O)n(C)c1=O
→ -0.6	0.0	0.2	1.6	-2.1	1.6	-0.2	5.5	-1.6
> CCCCN1CNC(=S)N(c2ccc(C(=O)OCC)cc2)C1
→ 3.3	2.0	-0.1	3.0	3.9	2.9	-2.5	5.3	2.9
> O=C(Cn1cnc([N+](=O)[O-])c1)Nc1cc(Oc2ccc(Cl)cc2Cl)cc([N+](=O)[O-])c1
→ -2.5	2.0	-0.2	5.0	13.0	8.1	0.0	13.6	8.7
> N#Cc1cnn2c(N)c(-c3ccc(Cl)cc3)cnc12
→ 6.2	0.0	-0.1	-1.4	4.9	8.4	-0.1	2.3	3.4
> CN(C(=O)COC(=O)CNC(=O)c1sc2ccccc2c1Cl)c1ccccc1
→ 2.6	0.0	0.1	1.2	-4.9	4.9	0.0	-5.7	4.1
> COc1ccc(CNC(=O)COC(=O)c2c(NC(C)=O)sc(C)c2C)cc1
→ 1.3	0.0	0.3	5.4	/	4.7	/	11.7	4.3
> CC(=O)Nc1ccc(S(=O)(=O)NC(CC(=O)NCCC2=CCCCC2)C(C)C)cc1 (stereo not given)
→ 4.7	0.0	-0.2	-2.1	-0.9	2.9	-2.3	2.0	7.5
> Nc1cc(-c2ccco2)no1
→ 5.4	1.0	-0.2	0.8	1.3	9.9	-1.6	11.9	8.8
> Cn1c(N2CCOCC2)cc(=O)n(C)c1=O
→ -5.1	0.0	0.1	0.3	6.1	3.4	3.4	-3.6	-1.2
> COc1ccc(CNCc2c(F)cccc2F)cc1OC
→ /	1.0	0.1	/	/	/	1.5	1.0	/
> O=C1NC2(CCCCCC2)C(=O)N1CCS(=O)(=O)Oc1ccccc1
→ 0.6	1.0	0.3	1.4	2.8	4.6	0.2	10.9	-9.9
> COc1cc(NC(=O)CN2CCN(c3ccccc3F)CC2)c(C)cc1[N+](=O)[O-]
→ 2.6	3.0	0.0	-2.1	0.9	3.0	1.5	5.5	-2.8
> CCOC(=O)c1ccccc1NC(=O)COC(=O)CCC(=O)c1ccccc1
→ 4.8	2.0	0.9	10.6	-0.9	-1.2	0.6	0.5	-7.2
> O=C(CNc1cccc2ccccc12)c1ccc([N+](=O)[O-])cc1
→ 5.0	1.0	-0.2	3.0	8.4	5.0	0.4	21.2	5.2
> COc1ccc(CCNC(C)C(=O)Nc2ccc(S(N)(=O)=O)cc2)cc1 (stereo not given)
→ 6.1	2.0	-0.1	0.3	-2.6	0.7	1.8	6.0	-7.8
> COC(=O)c1ccc(C(=O)OC)c(NC(=S)N2CCN(C(=O)C3CCCO3)CC2)c1 (stereo not given)
→ 7.9	0.0	0.0	-6.2	-6.1	1.4	-1.1	17.1	9.0
> Cc1cc(Br)cc(C)c1OCCCCN(C)C
→ 0.6	0.0	0.2	-5.8	1.4	0.4	-1.5	-28.0	5.3
> COC(=O)c1c(C)nn(-c2ccc(F)c(Cl)c2)c1-c1cc(C)on1
→ -2.6	2.0	0.3	-1.2	4.0	-0.7	2.0	0.6	-2.0
> COc1ccc(CCNS(=O)(=O)c2ccc(N3CCCC3=O)cc2)cc1
→ 7.1	0.0	0.2	-2.3	-0.2	-4.1	2.5	41.8	-0.1
> COc1ccc(-c2nc3n(n2)C(c2cccnc2)C(C(N)=O)=C(C)N3)cc1 (stereo not given)
→ 5.7	1.0	-0.1	-1.5	1.1	2.6	3.1	2.5	10.3
> O=C(OCC#CCSc1nnc(-c2cccc3ccccc23)o1)c1cccc2[nH]ccc12
→ -1.4	5.0	0.1	/	/	/	/	2.8	/
> O=C(N/N=C/c1ccccc1Br)c1ccc(CSc2cccc3cccnc23)cc1
→ 1.0	0.0	0.0	-27.7	-33.0	4.7	2.0	22.1	-1.4
> C[C@H](NC(=O)NCCc1ccccc1)C(=O)O
→ -1.1	0.0	0.1	1.3	1.5	8.6	2.8	19.6	2.3
> Cc1cc(C)n(-c2ccc(C(=O)Nc3cc(S(=O)(=O)N(C)C)ccc3Cl)cc2)n1
→ 3.1	0.0	1.5	4.2	-1.6	1.0	-2.1	12.3	2.8
> CCCCNC(=O)CCCCCn1c(=O)[nH]c2cc(C(=O)OC)ccc2c1=O
→ 3.4	3.0	0.1	4.5	-8.4	3.0	-0.1	-2.5	-1.9
> Cc1c(C(=O)Nc2ccc(Br)cc2)cnn1C
→ 5.6	0.0	-0.4	-5.7	-2.3	1.4	-0.1	4.8	-2.4
> Cc1cccc2c1OCC/C2=N\NC(=O)COc1ccccc1Cl
→ 4.8	1.0	-0.2	-0.4	3.4	-1.3	0.6	7.1	-5.9
> COCCNc1nc(SCc2ccccc2)nc2sc3c(c12)CCC3
→ 8.2	2.0	-0.2	1.1	0.4	6.7	1.1	-11.6	11.1
> COc1ccc(CN2C(=O)c3cccnc3C2=O)cc1S(=O)(=O)NC1CCCCC1
→ -5.3	1.0	0.0	-9.5	2.0	6.1	0.3	1.5	4.4
> CCOC(=O)C1=C(CS(=O)(=O)c2ccccc2)NC(=O)NC1c1ccc(OC)c(OC)c1 (stereo not given)
→ 0.4	40.0	0.1	-0.2	-0.5	4.2	3.4	14.1	6.1
> COc1ccc(CCNC(=O)CCC2COc3ccccc3O2)cc1OC (stereo not given)
→ 2.5	0.0	0.1	4.8	0.8	6.7	-0.5	0.8	12.7
> CN(C(=O)CC(NC(=O)c1ccccc1Cl)c1ccccc1)c1ccccc1 (stereo not given)
→ 6.3	1.0	-0.1	0.8	-1.1	4.9	-0.9	-6.0	6.3
> CNC(=S)N1CCN(CCNC2=CC(=O)CC(C)(C)C2)CC1
→ 3.5	3.0	0.0	-1.1	-0.8	4.9	1.9	-3.0	-1.6
> O=C(c1ccc([N+](=O)[O-])cc1[N+](=O)[O-])N1CCN(C(=O)C2CCCO2)CC1 (stereo not given)
→ -0.8	6.0	-0.2	-0.8	/	-6.0	/	17.1	-3.8
> COc1ccccc1OC(=O)CN1C(=O)c2ccccc2C1=O
→ 1.6	0.0	-0.3	5.6	8.2	-1.9	2.1	30.6	-6.2
> CC(C)(C)C(=O)CSc1nnc(-c2cccs2)n1CC1CCCO1 (stereo not given)
→ -1.7	0.0	-0.2	-4.2	5.7	-6.4	-1.8	-2.6	-4.6
> C/C(=N\O)C1CCCCC1
→ -1.3	1.0	0.5	-1.9	-0.4	2.9	-1.1	7.1	-3.7
> CC1(C)c2[nH]c3ccccc3c2C[C@@H]2C(=O)N(Cc3ccco3)C(=O)N21
→ 18.3	0.0	-0.1	9.3	14.9	15.2	-9.5	-7.4	12.8
> Cc1ccc(CS(=O)Cc2ccc(C(=O)N3CCN(c4ccccc4)CC3)o2)cc1 (stereo not given)
→ -5.7	0.0	0.1	2.5	0.8	5.4	?	11.6	5.1
> Cc1cccc(N2C(=O)CC(Sc3nc(C)c4c(n3)CCCC4)C2=O)c1 (stereo not given)
→ -1.8	1.0	0.1	-1.2	-5.9	-1.8	3.0	/	3.0
> NNC(=O)c1ccc2[nH]c3c(c2c1)CCCC3
→ 1.6	0.0	0.0	1.6	2.8	-25.6	2.8	21.6	5.6
> COC(=O)CSCC(=O)Nc1nnc(-c2cccc(C)c2)s1
→ 4.1	0.0	-0.1	11.0	0.5	1.1	0.1	0.0	1.8
> COc1ccc(/C=C/C(=O)N2CCN(c3ccccn3)CC2)cc1
→ /	0.0	-0.1	/	/	/	2.3	33.3	/
> CC(=O)OCCCN1C(=O)c2cccc3cc(Br)cc(c23)C1=O
→ 7.8	0.0	0.1	12.3	1.5	-2.1	-6.0	-0.6	6.7
> CC1CC(=O)N(CC(=O)NCc2ccccc2)c2ccccc2S1(=O)=O (stereo not given)
→ 2.1	4.0	-0.1	-2.2	0.7	5.6	-0.4	31.1	2.5
> CC1=C(C#N)C(Nc2ccc(Cl)cn2)(C(F)(F)F)C(=O)N1 (stereo not given)
→ 2.5	3.0	-0.3	-5.0	0.4	-0.9	1.1	31.3	0.8
> CNc1nc2c(N)ncnc2n1[C@H]1O[C@@H](CO)[C@H](O)[C@@H]1O
→ -6.1	0.0	0.7	4.0	-0.9	0.5	0.4	-176.2	0.7

# Some of the compounds tested; the hit share may differ from the screen's.
